# Assay outcomes (PubChem BioAssay)
# IMPase cell inh – IMPase inhibition in cells. P97697. CHO-M1 cells, IP1 accumulation, HTRF TR-FRET ratio. inhibition (IP1 accumulation), % at 46.1 µM. 120,000 tested, under 10 active. AID 901; active = well fitted curve in the direction sought with a large enough effect in the signal ratio, not every such curve was filed as active; inconclusive = small, poorly fitted or top-dose-only effect, or a change in a side signal; inactive = no such curve, though single readings can be large or run the other way; the % refers to the signal ratio;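 note: cells stimulated with carbachol in lithium chloride buffer; plate controls were DMSO basal wells for no effect and reference inhibitor wells for full effect; higher means more IMPase inhibition seen as more IP1 and lower FRET ratio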
# Target sequence (P97697 whole entry, looked up): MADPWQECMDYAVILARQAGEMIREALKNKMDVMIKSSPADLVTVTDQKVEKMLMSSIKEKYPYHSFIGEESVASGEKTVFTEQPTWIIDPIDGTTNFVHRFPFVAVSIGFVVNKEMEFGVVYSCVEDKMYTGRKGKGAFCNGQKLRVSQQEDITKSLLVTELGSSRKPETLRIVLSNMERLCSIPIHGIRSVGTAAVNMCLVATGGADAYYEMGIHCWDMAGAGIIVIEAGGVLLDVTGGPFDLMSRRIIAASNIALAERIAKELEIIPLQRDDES
#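 CHO-M1 cells (CHO stably expressing M1 receptor), compound up to 46 uM final, stimulated with carbachol (50 uM as added) in buffer with 50mM LiCl, pH 7.4, 30 min at 37C. Cytosolic IP1 read by TR-FRET; AC50 from Hill fits.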
# The depositor's hits bear a star; ? = inconclusive; [ ] = dose if it differs, or a comment.
# Start of the listing, in advance:
SMILES,IMPase cell inh
COC(=O)c1ccc(C2Nc3c(C)cccc3-c3cc(C)nn32)cc1 (stereo not drawn),2
COc1cc(Nc2nc(-c3ccc(OC)c(OC)c3)nc3ccccc23)cc(OC)c1,-5
Cc1ccccc1NC(=O)CCS(=O)(=O)c1cc(Br)cc2c1N(C(=O)C1CC1)CC2,7

# The listing (from the top)
SMILES,IMPase cell inh
COC(=O)c1ccc(C2Nc3c(C)cccc3-c3cc(C)nn32)cc1 (stereo not drawn),2
COc1cc(Nc2nc(-c3ccc(OC)c(OC)c3)nc3ccccc23)cc(OC)c1,-5
Cc1ccccc1NC(=O)CCS(=O)(=O)c1cc(Br)cc2c1N(C(=O)C1CC1)CC2,7
CCCn1c(=N)c(C(=O)NC2CCCCC2)cc2c(=O)n3cc(C)ccc3nc21,1
CCOc1cc(C2C(C(=O)OC)=C(C)NC3=C2C(=O)c2ccccc23)ccc1O (stereo not drawn),4
COc1ccc(OCc2nc3c4c(-c5ccccc5)c(-c5ccccc5)oc4ncn3n2)cc1,-3
Cc1c(C(=O)OC2CCCCCC2)[nH]c2c1C(=O)CC(c1ccc(N(C)C)cc1)C2 (stereo not drawn),-1
COc1ccc2nc3sc(C(=O)Nc4ccccc4F)cc3cc2c1,1
CCC1CCc2c(sc(NC(=O)C3c4ccccc4Oc4ccccc43)c2C#N)C1 (stereo not drawn),?
Cc1ccc(C(=O)c2oc3ccccc3c2NC(=O)COc2ccc(C(C)C)cc2)cc1,-6
CC(C)(C)c1ccc(OCCn2cc(C(=O)c3ccco3)c3ccccc32)cc1,2
CC1CCN(c2nc3ccccc3nc2SCC(=O)Nc2ccccc2C(C)C)CC1,4
COc1ccc(-c2cc(C(F)(F)F)nc(SCC(=O)N3CCCCC3C)n2)cc1OC (stereo not drawn),?
COc1cccc(N2CCN(C(=O)C3CCN(S(=O)(=O)c4c(C)noc4C)CC3)CC2)c1,2
COC(=O)c1ccc(Nc2nnc(-c3ccc(C)c(S(=O)(=O)N4CCN(C)CC4)c3)c3ccccc23)cc1,?
CCOc1ccc(C(=O)Nc2cccc(NC(=O)c3ccc(Cl)cc3Cl)c2)cc1,0
Cc1ccccc1C(=O)Nc1sc2c(c1C(=O)O)CCC(C(C)(C)C)C2 (stereo not drawn),-3
Cc1cc(C)cc(OCC(=O)NCCc2nc3ccccc3[nH]2)c1,-6
COc1ccc(C(=O)NCCc2nc3ccccc3[nH]2)cc1,11
COc1ccc(NC(=O)Cn2c(=O)n(Cc3ccc(C(=O)NCc4ccccc4Cl)cc3)c(=O)c3ccccc32)cc1,0
Cc1c(Cl)cccc1NC(=O)Cn1nc(C(F)(F)F)c2c1CCC2,4
Cn1cnc2c(=O)oc3ccc(S(=O)(=O)N4CCN(c5ccccc5)CC4)cc3c21,-4
CC(C)(C)C1CCc2c(sc(NC(=O)c3cccc(Cl)c3)c2C(=O)NCc2ccco2)C1 (stereo not drawn),1
O=S1(=O)N=C(Nc2cccc(C(F)(F)F)c2)c2ccccc21,-7
CCOC(=O)N1CCc2c(sc3c2C(=O)NC(c2ccc(N(C)C)cc2)N3)C1 (stereo not drawn),7

# 21 neighbouring compounds already listed:
SMILES,IMPase cell inh
CCOc1cc(C2C(C(=O)OC)=C(C)NC3=C2C(=O)c2ccccc23)ccc1O (stereo not drawn),4
COc1ccc(OCc2nc3c4c(-c5ccccc5)c(-c5ccccc5)oc4ncn3n2)cc1,-3
Cc1c(C(=O)OC2CCCCCC2)[nH]c2c1C(=O)CC(c1ccc(N(C)C)cc1)C2 (stereo not drawn),-1
COc1ccc2nc3sc(C(=O)Nc4ccccc4F)cc3cc2c1,1
CCC1CCc2c(sc(NC(=O)C3c4ccccc4Oc4ccccc43)c2C#N)C1 (stereo not drawn),?
Cc1ccc(C(=O)c2oc3ccccc3c2NC(=O)COc2ccc(C(C)C)cc2)cc1,-6
CC(C)(C)c1ccc(OCCn2cc(C(=O)c3ccco3)c3ccccc32)cc1,2
CC1CCN(c2nc3ccccc3nc2SCC(=O)Nc2ccccc2C(C)C)CC1,4
COc1ccc(-c2cc(C(F)(F)F)nc(SCC(=O)N3CCCCC3C)n2)cc1OC (stereo not drawn),?
COc1cccc(N2CCN(C(=O)C3CCN(S(=O)(=O)c4c(C)noc4C)CC3)CC2)c1,2
COC(=O)c1ccc(Nc2nnc(-c3ccc(C)c(S(=O)(=O)N4CCN(C)CC4)c3)c3ccccc23)cc1,?
CCOc1ccc(C(=O)Nc2cccc(NC(=O)c3ccc(Cl)cc3Cl)c2)cc1,0
Cc1ccccc1C(=O)Nc1sc2c(c1C(=O)O)CCC(C(C)(C)C)C2 (stereo not drawn),-3
Cc1cc(C)cc(OCC(=O)NCCc2nc3ccccc3[nH]2)c1,-6
COc1ccc(C(=O)NCCc2nc3ccccc3[nH]2)cc1,11
COc1ccc(NC(=O)Cn2c(=O)n(Cc3ccc(C(=O)NCc4ccccc4Cl)cc3)c(=O)c3ccccc32)cc1,0
Cc1c(Cl)cccc1NC(=O)Cn1nc(C(F)(F)F)c2c1CCC2,4
Cn1cnc2c(=O)oc3ccc(S(=O)(=O)N4CCN(c5ccccc5)CC4)cc3c21,-4
CC(C)(C)C1CCc2c(sc(NC(=O)c3cccc(Cl)c3)c2C(=O)NCc2ccco2)C1 (stereo not drawn),1
O=S1(=O)N=C(Nc2cccc(C(F)(F)F)c2)c2ccccc21,-7
CCOC(=O)N1CCc2c(sc3c2C(=O)NC(c2ccc(N(C)C)cc2)N3)C1 (stereo not drawn),7

# Additional results:
SMILES,IMPase cell inh
O=C(C1CCCN(S(=O)(=O)c2ccc(Br)s2)C1)N1CCN(c2ccccc2F)CC1 (stereo not drawn),?
O=C1CC(c2ccc(Br)cc2)c2c(ccc3ccccc23)N1 (stereo not drawn),18
CN1C(=O)CC(C(=O)Nc2ccc(C(=O)O)cc2)SC1=Nc1ccc(Cl)cc1 (stereo not drawn),-1
Cc1ccc(-c2cc(C(F)(F)F)n3ncc(-c4ccc(Cl)cc4)c3n2)cc1,-1
Cc1ccc(-n2nc3ccc(NC(=O)c4oc5ccc(C)cc5c4C)cc3n2)cc1,-9
COc1ccccc1NC(=O)c1ccccc1NC(=O)c1ccccc1,-3
Cc1ccccc1CN1C(=O)C(O)(CC(=O)c2cccc(Br)c2)c2ccccc21 (stereo not drawn),5
Cc1cc2nn(-c3ccccc3)nc2cc1NC(=O)COc1ccc(Cl)cc1,-8
COc1ccc(NC(=O)CSc2nc(-c3cccs3)cc(C(F)(F)F)c2C#N)cc1,1
O=C(Nc1ccc2oc(-c3cccnc3)nc2c1)c1ccc(-c2ccccc2)o1,-6
COc1ccc(-c2[nH]c(-c3ccc(C)cc3)nc2SCC(=O)NCC2CCCO2)cc1 (stereo not drawn),5
O=S(=O)(Nc1c(F)cccc1F)c1ccc2c(c1)OCCO2,7
CC(C)c1ccc(S(=O)(=O)Nc2ccc(O)c(Sc3nc4ccccc4s3)c2)cc1,-6
CCOc1ccc(NC(=O)CSc2ncn[nH]2)cc1,6
CCOC(=O)c1ccccc1NC(=O)Nc1cc2c(cc1N1CCCC1)n(C)c(=O)n2C,35[activator]
O=C1c2oc3ccccc3c(=O)c2C(c2ccccc2F)N1Cc1ccc2c(c1)OCO2 (stereo not drawn),-5
COc1cccc(-c2nc(SCC(=O)NC3CCCC3)c(-c3ccc(F)cc3)[nH]2)c1,2
COc1ccc(S(=O)(=O)N2CCC(C(=O)Nc3ccc(Oc4ccccc4)cc3)CC2)cc1,-3
Cc1cc(Sc2ccc(Cl)cc2)nc2ccccc12,-13
COc1ccccc1C(=O)Nc1c(C(=O)c2ccccc2)oc2ccccc12,?
COc1cc(OC)c(C2C=C(C(=O)O)Nc3ncnn32)cc1OC (stereo not drawn),6
COc1cc(Br)c(C2CC(=O)Nc3cc4c(cc32)OCCO4)cc1OC (stereo not drawn),4
COC(=O)c1ccccc1NC(=O)CSc1nc(=O)cc(N)n1-c1ccccc1,-17
COC(=O)c1ccc([C@H]2Nc3ccc(S(=O)(=O)Nc4ccc(F)cc4)cc3[C@H]3C=CC[C@H]32)cc1,-6
CCC(Sc1nnc2c3ccccc3n(CC)c2n1)C(=O)Nc1ccc(NC(C)=O)cc1 (stereo not drawn),7
SMILES,IMPase cell inh
CCN1CCN(Cc2c(O)ccc3c(=O)c(Oc4ccccc4C(C)C)c(C(F)(F)F)oc23)CC1,-2
Cc1cc(C)cc(NC(c2cccc(Cl)c2)c2nnc(-c3ccccc3)o2)c1 (stereo not drawn),10
Cc1cccc(NC(=O)/C(C#N)=C/c2ccco2)c1,-2
Cc1ccc2nc(SCC(=O)Nc3ccc(C#N)cc3)[nH]c2c1,-9
CNC(=O)Cn1nc(-c2ccc(Cl)cc2)c2ccccc2c1=O,-6
CCOc1ccc(NC(=O)c2ncn(-c3ccccc3)n2)cc1,1
CCOC(=O)c1ccc(Nc2nc(N)c3cc(OC)c(OC)cc3n2)cc1,-2
CCOCCCn1c(=N)c(S(=O)(=O)c2ccccc2)cc2c(=O)n3cc(C)ccc3nc21,-2
COc1cc(C2c3c(oc4ccc(F)cc4c3=O)C(=O)N2Cc2ccc3c(c2)OCO3)ccc1O (stereo not drawn),-5
CCc1ccc(S(=O)(=O)N(C(=O)c2ccncc2)c2ccc3oc(C)c(C(=O)OC)c3c2)cc1,5
O=C(Cn1c(=O)c2ccccc2n(CC(=O)Nc2ccc(F)cc2)c1=O)NCCc1ccccc1,3
COc1ccc(-n2c(C)c(C(C)=O)c3cc(OC(=O)COc4ccccc4)ccc32)cc1,4
Cc1ccccc1C(=O)Nc1ccc2oc(-c3ccc(Cl)c(Cl)c3)nc2c1,?
CC(C)Oc1ccc(C(=O)N(Cc2ccc(N(C)C)cc2)C2CCS(=O)(=O)C2)cc1 (stereo not drawn),-2
COc1ccc(S(=O)(=O)N2CCC(C(=O)Nc3cc(C(F)(F)F)ccc3Cl)CC2)cc1,7
COCCCn1c(=N)c(S(=O)(=O)c2ccccc2)cc2c(=O)n3cccc(C)c3nc21,2
CCCN(C(=O)Cn1cc(S(=O)(=O)N2CCN(c3ccccc3F)CC2)c2ccccc2c1=O)c1cccc(C)c1,6
CCOC(=O)c1ccc(NC(=O)CSc2nc(-c3cccs3)cc(C(F)(F)F)c2C#N)cc1,-3
CN(C)c1ccc(C2C=C(c3ccccc3)Nc3nnnn32)cc1 (stereo not drawn),6
Cc1ccc(NCc2ccccc2-c2nnc(-c3ccccc3Cl)o2)cc1Cl,5
Cc1ccc(S(=O)(=O)N(CC(=O)N2CCc3ccccc3C2)c2ccc(C)c(C)c2)cc1,-10
COC(=O)c1cccc(CN2C(=O)SC(Nc3ccc(C)cc3)C2=O)c1 (stereo not drawn),-5
COc1ccc(-c2cc3nc(-c4ccc(Br)cc4)cc(C(F)(F)F)n3n2)cc1,-1
O=c1oc2ccc3ccccc3c2cc1-c1nnc(Nc2cccc(C(F)(F)F)c2)s1,3
CCn1c2ccccc2c2cc(CN3CCN(Cc4cccc(Cl)c4)CC3)ccc21,-5
SMILES,IMPase cell inh
COc1ccc(-c2nnc(Nc3ccc(OC)c(C(N)=O)c3)c3ccccc23)cc1,-12
COc1cc(Cn2c(=O)sc3ccccc32)ccc1OC(C)C,8
Cc1ccc(-c2noc(COc3ccc(Br)c(C)c3)n2)cc1,4
COc1ccc(-c2nc3cc(C(C)C)ccc3o2)cc1NC(=O)COc1ccc(C)cc1C,10
CCOc1ccc(NC(=O)c2cc3cc4cc(OC)ccc4nc3s2)cc1,3
CCOc1ccc(-c2csc(/C(C#N)=C/c3ccc(Br)cc3)n2)cc1,-9
O=C(c1cn(CCOc2ccc(Cl)cc2)c2ccccc12)C1CCCCC1,-2
Cc1cccc(NC(=O)Cn2c(=O)n(CC3CCC(C(=O)NCCc4ccccc4)CC3)c(=O)c3ccccc32)c1C (stereo not drawn),5
Cc1ccc(CNC(=O)c2ccc(Nc3nc4ccccc4n4nnnc34)cc2)cc1,9
COc1ccc(C2CC(=O)c3c([nH]c(C(=O)OCc4ccccc4)c3C)C2)cc1OC (stereo not drawn),6
Cc1ccc(C(=O)Nc2ccc(-c3nc4ccccc4o3)cc2)cc1Cl,?
O=C(NCCN1CCN(c2ccccc2)CC1)Nc1cccc(Br)c1,-8
O=C(Cc1ccccc1)Nc1sc2c(c1C(=O)Nc1ccccc1Cl)CCCCC2,-9
O=C(Nc1cccc(NC(=O)c2ccc(Br)cc2)c1)c1ccccc1,-9
CCOC(=O)CSc1nc2sc3c(c2c(=O)n1-c1ccccc1)CCC(C(C)(C)C)C3 (stereo not drawn),-3
COc1ccc(-c2oc3ncn4nc(COc5c(C)cccc5C)nc4c3c2-c2ccc(OC)cc2)cc1,-14
N#Cc1c(C(F)(F)F)cc(-c2cccs2)nc1SCC(=O)Nc1ccc(F)cc1,?
CCOc1ccc(NC(=O)c2cnn3c(C(F)F)cc(-c4ccc(C)cc4)nc23)cc1,-9
COC(=O)c1c(NC(=O)C(C)Oc2ccc(Cl)c(C)c2)sc(C)c1C (stereo not drawn),-10
CC(C(=O)NCCSCc1cccc(Cl)c1)N(c1ccccc1)S(C)(=O)=O (stereo not drawn),-2
CCCSc1nc2sc3c(c2c(=O)n1-c1ccc(C)cc1)CCCC3,-3
COCCCn1c(=N)c(C(=O)NC2CCCC2)cc2c(=O)n3cc(C)ccc3nc21,-7
Cc1ccc(Oc2nc3c(c(=O)n(Cc4ccccc4)c(=O)n3C)n2C)cc1C,6
O=C(Nc1cc(F)ccc1F)c1cnn2c(C(F)F)cc(-c3ccccc3)nc12,-12
O=C(Nc1ccc(Br)cc1)C1CCCN(S(=O)(=O)c2ccc(Br)s2)C1 (stereo not drawn),-1
CCCC(=O)Nc1ccc2nn(-c3ccc(CC)cc3)nc2c1,-6

# A portion of the library (hit frequency here may not be typical).
